N-glyco inh: blocks N-linked glycosylation in D54 reporter cells; D54 ERlucT glycosylation luciferase reporter, 24 h; percent of 100 nM tunicamycin response; reporter increase, % at 12.5 µM; 360,000 tested, 0.23% active; AID 588692;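 active = mean luciferase reporter signal, scaled so untreated is 0 and the glycosylation-blocking control 100, at or above a set limit in every replicate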;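 also: luciferase carries N-glycosylation sites so blocking glycosylation raises the light; 0% = median of neutral control wells and 100% = median of 100 nM tunicamycin wells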
CaV13 ICDI inh: Disruptors of the CACNA1D IQ motif to Ca2+-dependent inactivation inhibitor domain association, primary screening, Förster resonance energy transfer in intact living … | inhibition, % at 12.3 µM | HEK cells, CFP/YFP FRET ICDI-IQ, plate reader, 10 min; percent FRET-ratio fall versus neutral wells | 340,000 tested, 0.098% active;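 active = mean replicate inhibition of at least 30% and at least 1% of replicates passing that level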;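 also: 0% = median of the neutral control wells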
Vif imaging: HIV Vif inhibition. HEK293T cells, Vif self-association by quenched fluorescence, imaging, 24 h. inhibition, % at 7.49 µM. 340,000 tested, 0.35% active. AID 602346; in the data active = inhibition above about 50%, passing the limit was not always enough; also: some results filed as inactive read as strong as hits
aDG glyco act: alpha-DG glycosylation activation. Pro5-aDG cells, alpha-DG glycosylation AlphaScreen (IIH6); 0% Pro5, 100% B10-LARGE cell signal. 360,000 tested, 0.22% active. activation, % at 10 µM;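 active = activation of at least 8% versus controls, or a plate z-score of at least 8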;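 also: Pro5 are CHO cells carrying HIG-tagged alpha-DG that lacks glycosylation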
H9c2 protect: modulators protecting cardiomyocytes from myocardial damage | H9c2 cardiomyocytes, H2O2 injury protection, ATPLite, 2 h | protection from H2O2 cell death, % at 20 µM | 360,000 tested, 0.63% active | AID 588492;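 active = compounds giving at least 50% protection of heart cells from peroxide-induced death in the single-dose screen, raw or plate-pattern-corrected value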;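 also: 0% = DMSO wells with peroxide and 100% = DMSO wells without peroxide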
Granule exo inh: blocks lytic granule exocytosis; TALL-104 LAMP-1 surface exposure, flow cytometry; cells stimulated with thapsigargin and PMA; inhibition, % at 10 µM; 360,000 tested, 0.66% active;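 active = inhibition above about 55%, limit read from the data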
ABCB6 inh MLPCN: human ABCB6 transporter inhibition; fluorescence ratio to DMSO, % at 10 µM; K562-ABCB6 porphyrin accumulation, flow cytometry, 1 h; active compounds read low; 360,000 tested, 0.19% active; Q9NP58;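 active = fluorescence ratio to DMSO below 75%, the collection mean minus 3 SD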;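 also: signal is porphyrin accumulated inside mitochondria; 100% equals median channel fluorescence of DMSO control wells; lower ratio means ABCB6 inhibition with less porphyrin fluorescence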
Target sequence (Q9NP58 whole entry, looked up): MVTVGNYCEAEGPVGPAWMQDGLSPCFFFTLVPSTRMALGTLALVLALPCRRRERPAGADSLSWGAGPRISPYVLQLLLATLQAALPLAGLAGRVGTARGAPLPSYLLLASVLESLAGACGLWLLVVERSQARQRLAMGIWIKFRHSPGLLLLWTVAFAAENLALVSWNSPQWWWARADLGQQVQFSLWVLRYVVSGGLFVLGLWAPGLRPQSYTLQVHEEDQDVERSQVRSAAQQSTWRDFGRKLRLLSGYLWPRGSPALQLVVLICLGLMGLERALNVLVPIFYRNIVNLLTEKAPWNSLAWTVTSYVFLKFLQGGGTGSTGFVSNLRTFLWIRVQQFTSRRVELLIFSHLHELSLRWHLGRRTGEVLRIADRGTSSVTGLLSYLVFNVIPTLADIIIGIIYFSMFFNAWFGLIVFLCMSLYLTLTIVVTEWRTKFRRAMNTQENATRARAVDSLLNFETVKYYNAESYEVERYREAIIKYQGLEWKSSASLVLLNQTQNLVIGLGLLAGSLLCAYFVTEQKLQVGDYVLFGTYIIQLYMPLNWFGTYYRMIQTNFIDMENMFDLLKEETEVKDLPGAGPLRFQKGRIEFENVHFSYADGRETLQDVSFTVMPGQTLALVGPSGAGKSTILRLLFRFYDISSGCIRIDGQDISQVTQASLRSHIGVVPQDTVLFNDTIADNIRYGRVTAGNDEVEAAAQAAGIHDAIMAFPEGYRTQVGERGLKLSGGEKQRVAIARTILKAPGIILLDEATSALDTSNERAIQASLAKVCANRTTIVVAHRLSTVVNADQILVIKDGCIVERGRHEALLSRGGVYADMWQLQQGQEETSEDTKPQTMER
hiPSC survival: hiPSC single-cell survival enhancement; ATPlite luminescence; 100% = ROCK inhibitor wells, 0% = DMSO; survival enhancement, % at 20 µM; 360,000 tested, 0.044% active; AID 602274; in the data active = survival enhancement above about 18%;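 also: cells exposed to compounds for 16 hours before the ATP read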
HTR2A ag: activates the mouse 5-HT2A serotonin receptor; activation, % at 7.6 µM; CHO-K1 mHTR2A beta-arrestin complementation, luminescence; percent of 30 µM serotonin response; 360,000 tested, 0.66% active;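 active = activation above a run cutoff, the mean activation of all tested compounds plus 3 SD, cut at about 14% in these data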;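 also: 0% = plate median of compound wells and 100% = 30 µM serotonin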
PDI inh: PDI (human) enzyme inhibition; P07237; 350,000 tested, 0.052% active; inhibition, % at 10 µM; PDI insulin aggregation turbidity, A650, 90 min;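 active = mean inhibition across replicates of 30% or more, whatever share of single replicates reach that level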;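 also: absorbance from insulin aggregation driven by PDI reduction with DTT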
Starred values were filed as active, the others as inactive.

Screening Cc1ccc(-n2c(=S)[nH]c3ccccc3c2=O)cc1C returned N-glyco inh -0.4, CaV13 ICDI inh -17.1, aDG glyco act 0.1, H9c2 protect -3.7, Granule exo inh 2.2, ABCB6 inh MLPCN 114.0, hiPSC survival -1.6, HTR2A ag -1.8 and PDI inh 1.8.
N=C1c2ccccc2CN1NC(=O)c1ccc(Cl)cc1 was read as N-glyco inh -0.1, CaV13 ICDI inh -6.6, Vif imaging 3.6, aDG glyco act 0.0, H9c2 protect 0.6, Granule exo inh -0.8, ABCB6 inh MLPCN 101.0, hiPSC survival 0.3, HTR2A ag 1.3 and PDI inh 2.9.
`CC(C)=CCN1CC[C@@]2(C)c3cc(O)ccc3CC1C2C` (stereo not given in full) gave N-glyco inh 0.1, Vif imaging 1.1, aDG glyco act 0.3, H9c2 protect -1.2, Granule exo inh 1.8, ABCB6 inh MLPCN 99.0, hiPSC survival 1.7, HTR2A ag -2.2 and PDI inh -1.0.
`C[C@]12CC[C@@H]3c4ccc(O)c(O)c4CC[C@H]3[C@@H]1CC[C@@H]2O` gave N-glyco inh -0.1, CaV13 ICDI inh -4.6, Vif imaging 16.4, aDG glyco act 0.2, H9c2 protect 121.2*, Granule exo inh 3.6, ABCB6 inh MLPCN 90.0, hiPSC survival -4.0, HTR2A ag 3.9 and PDI inh 5.7.
`CCN1CCN(C(=O)COc2ccc(S(=O)(=O)N(C)Cc3ccccc3)cc2)CC1` gave N-glyco inh -2.3, CaV13 ICDI inh -9.1, Vif imaging 8.3, aDG glyco act 0.0, H9c2 protect 3.4, Granule exo inh 1.0, ABCB6 inh MLPCN 109.0, hiPSC survival 5.6, HTR2A ag -0.9 and PDI inh 12.4.
`Cn1c(C(=O)N2CCC3(CC2)OCCO3)cc2c(=O)n(C)c3ccccc3c21` gave N-glyco inh 0.0, Vif imaging 4.9, aDG glyco act -0.3, H9c2 protect 5.9, Granule exo inh 1.6, ABCB6 inh MLPCN 90.0, hiPSC survival 1.9, HTR2A ag 3.8 and PDI inh 13.6.
`CC(C)(C)n1c(O)c(C=Nc2ccc3c(c2)CCC3)c(=O)[nH]c1=O` gave N-glyco inh 0.4, CaV13 ICDI inh -0.2, Vif imaging 17.5, aDG glyco act -0.1, H9c2 protect 10.7, Granule exo inh 3.0, ABCB6 inh MLPCN 107.0, hiPSC survival 4.2, HTR2A ag -0.4 and PDI inh -5.2.
For CN1Cc2cnnn2-c2ccccc2C1C#N (stereo not given) the results were N-glyco inh 14.1, CaV13 ICDI inh -6.3, aDG glyco act 0.0, H9c2 protect 2.7, Granule exo inh -0.1, ABCB6 inh MLPCN 96.0, hiPSC survival 39.8*, HTR2A ag 4.1 and PDI inh 5.9.
CC(C)N(CC#CCC1(O)c2ccccc2-c2ccccc21)C(C)C was read as N-glyco inh -0.8, CaV13 ICDI inh -3.2, Vif imaging -11.1, aDG glyco act 0.2, H9c2 protect -8.1, Granule exo inh -2.9, ABCB6 inh MLPCN 103.0, hiPSC survival -0.8, HTR2A ag -4.3 and PDI inh -19.7.
`CC[C@H]1c2ccccc2[C@@H]2CC[C@H]1N2c1ccccc1` gave CaV13 ICDI inh -4.1, aDG glyco act 0.1, Granule exo inh -8.1 and HTR2A ag -0.2.
`CC/C(=N\NC(=S)Nc1ccccc1)c1c(O)[nH]c(=O)[nH]c1=O` gave N-glyco inh -0.6, CaV13 ICDI inh -0.3, Vif imaging -2.9, aDG glyco act 0.0, H9c2 protect -7.2, Granule exo inh -3.0, ABCB6 inh MLPCN 98.0, hiPSC survival -0.5, HTR2A ag 1.3 and PDI inh 12.3.
Screening Cc1ccc(CN2CC3CC(C2)c2cccc(=O)n2C3)cc1 (stereo not given) returned N-glyco inh 5.9, Vif imaging -1.6, aDG glyco act -0.1, H9c2 protect 2.4, Granule exo inh -0.3, ABCB6 inh MLPCN 104.0, hiPSC survival -0.9, HTR2A ag 1.6 and PDI inh 1.5.
For C#CC1(OC(=O)c2ccccc2)CC(C)N(C)CC1C (stereo not given) the results were N-glyco inh 1.1, CaV13 ICDI inh -5.0, Vif imaging -3.6, aDG glyco act 0.1, H9c2 protect -1.1, Granule exo inh -12.1, ABCB6 inh MLPCN 99.0, hiPSC survival -0.1, HTR2A ag -8.6 and PDI inh 5.8.
For Cn1c(O)c(C=NC2CCCCC2)c(=O)[nH]c1=S the results were N-glyco inh 1.1, CaV13 ICDI inh -17.9, Vif imaging 6.6, aDG glyco act 0.3, H9c2 protect 5.3, Granule exo inh -1.5, ABCB6 inh MLPCN 96.0, hiPSC survival -2.6, HTR2A ag 5.6 and PDI inh -8.9.
For COC(=O)C1=C(C)OC(N)=C(C#N)C12C(=O)Nc1ccccc12 (stereo not given) the results were N-glyco inh 3.4, CaV13 ICDI inh -6.6, Vif imaging -0.7, aDG glyco act 0.0, H9c2 protect 11.8, Granule exo inh -2.6, ABCB6 inh MLPCN 97.0, hiPSC survival 0.0, HTR2A ag 0.9 and PDI inh 5.7.
For CC(C)(C)N1Cc2ccccc2C1=N the results were CaV13 ICDI inh -5.6, aDG glyco act 0.1, H9c2 protect 12.3, Granule exo inh -1.6, ABCB6 inh MLPCN 97.0, hiPSC survival -0.8, HTR2A ag 4.2 and PDI inh 0.5.
`COC(=O)C1=C(c2ccc(Cl)c(C(F)(F)F)c2)C[C@@H]2CC[C@H]1N2C(=O)NCc1ccc2c(c1)OCO2` gave N-glyco inh -1.1, CaV13 ICDI inh -4.9, Vif imaging -11.0, aDG glyco act 0.2, H9c2 protect -1.2, Granule exo inh 76.1*, ABCB6 inh MLPCN 95.0, hiPSC survival 3.9, HTR2A ag 1.8 and PDI inh 0.4.
`CN(C)CC1CSCCC1(O)c1ccccc1` (stereo not given) gave N-glyco inh -0.4, CaV13 ICDI inh -4.4, Vif imaging 11.0, aDG glyco act 0.0, H9c2 protect 1.9, Granule exo inh -2.8, ABCB6 inh MLPCN 97.0, hiPSC survival -2.3, HTR2A ag 0.1 and PDI inh 2.4.
For CN1C2CCC1C(C(=O)O)C(OC(=O)c1ccccc1)C2 (stereo not given) the results were N-glyco inh -1.1, Vif imaging 5.8, aDG glyco act 0.0, H9c2 protect 1.2, Granule exo inh 0.4, ABCB6 inh MLPCN 99.0, hiPSC survival -1.3, HTR2A ag -1.1 and PDI inh -0.9.
CN1C(=O)N(C)C(=O)C2(Cc3cc([N+](=O)[O-])ccc3N(C)C2)C1=O was read as N-glyco inh -0.3, CaV13 ICDI inh -1.6, Vif imaging -3.5, aDG glyco act 0.1, H9c2 protect 4.0, Granule exo inh -0.1, ABCB6 inh MLPCN 99.0, hiPSC survival 0.4, HTR2A ag 1.1 and PDI inh 8.8.
`C[C@]12CC[C@H]3[C@@H](CC[C@]4(O)C[C@@H](O)CC[C@]34C=O)[C@@]1(O)CC[C@@H]2C1=CC(=O)OC1` gave N-glyco inh -19.2, CaV13 ICDI inh -4.8, Vif imaging -10.5, aDG glyco act 0.1, H9c2 protect 19.5, Granule exo inh 6.5, ABCB6 inh MLPCN 97.0, hiPSC survival -2.6, HTR2A ag 0.1 and PDI inh 1.5.
Screening Cn1cccc1CNCCc1ccccc1F returned N-glyco inh -1.1, CaV13 ICDI inh -8.4, Vif imaging -5.1, aDG glyco act -0.2, H9c2 protect 16.3, Granule exo inh -0.4, ABCB6 inh MLPCN 100.0, hiPSC survival -1.3, HTR2A ag 7.3 and PDI inh 2.1.
`C[N+]1(C)C2CCC1CC(OC(=O)c1ccco1)C2` (stereo not given) gave N-glyco inh 1.4, CaV13 ICDI inh -4.7, Vif imaging 16.5, aDG glyco act 0.0, H9c2 protect -2.3, Granule exo inh 0.6, ABCB6 inh MLPCN 99.0, hiPSC survival -0.7, HTR2A ag 1.4 and PDI inh -2.3.
For Cc1cc(OC(C)C(=O)NCc2cccnc2)c2c3c(c(=O)oc2c1)CCC3 (stereo not given) the results were N-glyco inh -0.2, CaV13 ICDI inh -14.9, Vif imaging -8.5, aDG glyco act -0.2, H9c2 protect 17.6, Granule exo inh -5.4, ABCB6 inh MLPCN 97.0, hiPSC survival -0.3, HTR2A ag -0.2 and PDI inh 2.1.
`O=c1[nH]c(O)c(N=Nc2ccc([N+](=O)[O-])cc2)c(=O)[nH]1` gave N-glyco inh 8.3, CaV13 ICDI inh 1.2, Vif imaging 9.4, aDG glyco act -0.1, H9c2 protect -13.9, Granule exo inh 0.5, ABCB6 inh MLPCN 94.0, hiPSC survival 1.3, HTR2A ag 3.9 and PDI inh -5.5.
Screening Cc1ccsc1C(=O)C1CCCN(Cc2ccc(-n3cccn3)cc2)C1 (stereo not given) returned N-glyco inh -0.9, CaV13 ICDI inh -2.3, Vif imaging 0.0, aDG glyco act 0.0, H9c2 protect -2.3, Granule exo inh 7.3, ABCB6 inh MLPCN 101.0, hiPSC survival -0.5, HTR2A ag -6.2 and PDI inh -10.7.
`O=c1[nH]c(=O)n(CCc2ccc(F)cc2)c(O)c1C=NCCCn1ccnc1` gave N-glyco inh -1.1, Vif imaging -3.4, aDG glyco act 0.3, H9c2 protect 12.3, Granule exo inh -2.3, ABCB6 inh MLPCN 101.0, hiPSC survival 3.0, HTR2A ag -1.1 and PDI inh 18.1.
COC(=O)C1=C(c2cccc(C#N)c2)C[C@@H]2CC[C@H]1N2C(=O)NCc1ccc(F)cc1 was read as N-glyco inh 2.3, CaV13 ICDI inh -3.8, Vif imaging -0.6, aDG glyco act -0.2, H9c2 protect 4.2, Granule exo inh 0.1, ABCB6 inh MLPCN 97.0, hiPSC survival -0.9, HTR2A ag 3.3 and PDI inh -13.3.
For CC(=O)Nc1cc(C(=O)N2CCC3(CC2)OCCO3)ccc1Sc1ccc(C)cc1 the results were N-glyco inh 0.1, CaV13 ICDI inh -5.0, Vif imaging -11.1, aDG glyco act -0.1, H9c2 protect 2.7, Granule exo inh -0.2, ABCB6 inh MLPCN 100.0, hiPSC survival -1.8, HTR2A ag -0.7 and PDI inh -1.0.
Screening COCCNC(=O)c1ccc(N2CC3CC(C2)c2cccc(=O)n2C3)c([N+](=O)[O-])c1 (stereo not given) returned N-glyco inh -0.5, CaV13 ICDI inh -2.4, Vif imaging 2.9, aDG glyco act 0.0, H9c2 protect 1.2, Granule exo inh -2.3, ABCB6 inh MLPCN 95.0, hiPSC survival 0.5, HTR2A ag 0.5 and PDI inh -2.2.
Cc1cc(/C=C2\C(=O)NC(=O)N(c3ccc(Br)cc3)C2=O)c(C)n1C was read as N-glyco inh 1.2, CaV13 ICDI inh 1.8, Vif imaging 5.7, aDG glyco act -0.2, H9c2 protect 13.5, Granule exo inh -2.0, ABCB6 inh MLPCN 104.0, hiPSC survival -1.2, HTR2A ag 1.4 and PDI inh -4.9.
`CCC(=NCCCn1ccnc1)c1c(O)n(-c2ccc(OC)cc2)c(=O)[nH]c1=O` gave N-glyco inh 0.1, CaV13 ICDI inh -3.9, Vif imaging -5.1, aDG glyco act -0.1, H9c2 protect -1.6, Granule exo inh -2.1, ABCB6 inh MLPCN 98.0, hiPSC survival -0.4, HTR2A ag 0.3 and PDI inh 0.7.
CN1CCN(c2ccc([N+](=O)[O-])c(N)c2)CC1 was read as N-glyco inh 3.0, CaV13 ICDI inh -4.6, aDG glyco act -0.2, H9c2 protect 15.9, Granule exo inh -0.7, ABCB6 inh MLPCN 97.0, hiPSC survival 0.0, HTR2A ag -4.1 and PDI inh 2.1.

Source: PubChem BioAssay (several laboratories)

A portion of the library; count on the stated rates, not on these rows.
